E-selectin induc = induces E-selectin expression in human endothelial cells; P16581; HUVEC E-selectin immunofluorescence imaging; normalized: neutral wells 0, TNF-alpha wells 100; activation, % at 7.58 µM; 0.37% of 260,000 active;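 active means mean E-selectin-positive cell signal at least 10% of the positive control, reached in at least 60% of replicates, without over 20% cell loss; inconclusive means no rule given, readout overlaps actives, possibly toxicity-flagged; inactive means the rest, including those meeting only one limit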;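 further: in these data hits start at about 27%; measured in HUVEC primary endothelial cells; signal is the percent of cells scored E-selectin positive by PE staining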
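Material: HUVEC primary endothelial cells; Amount: 3,000 cells per well; Dosing: single concentration; Medium: EGM-2 growth medium on 0.1% gelatin-coated wells; Read-out basis: percent E-selectin-positive cells; Signal: immunofluorescence imaging; Control set: TNF-alpha, DMSO.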
RAD52 anneal inh = RAD52 (human) annealing inhibition | P43351 | recombinant RAD52 DNA annealing, FRET fluorescence | inhibition, % at 18.7 µM | 0.46% of 360,000 active;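 active means every replicate showing at least 50% inhibition; inconclusive means mean inhibition at least 50% but not in every replicate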
ARNT TACC3 PPI = disruptors of human ARNT/TACC3 interaction; Q9Y6A5; AlphaScreen His-ARNT PAS-B/GST-TACC3 binding, luminescence; TACC3 fragment carries E629A point mutation; inhibition, % at 9.99 µM; 0.66% of 390,000 active;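 active means mean inhibition of replicates at least 50% and at least half of replicates each reaching 50%; inconclusive means half or more replicates reach 50% but mean below 50%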;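 further: 0% = complete ARNT plus TACC3 wells and 100% = ARNT alone without TACC3; many hits fall short of the cut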
esBAF inh = inhibitors of esBAF chromatin remodeling in mouse ES cells; Bmi1-luciferase knock-in reporter, 24 h; 100% = twice the neutral-well signal; reporter increase, % at 12.5 µM; 2% of 350,000 active; in the data active means activation above about 40%; inconclusive means no clear call, values can overlap the other calls;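 further: 0% = median of the plate's neutral control wells and 100% = double that signal; a rise in the Bmi1 reporter signal indicates esBAF inhibition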
ERp5 block = inhibitors of human ERp5 | 0.05% of 350,000 active | inhibition, % at 9.99 µM | ERp5 insulin aggregation, absorbance 650 nm, 90 min | Q15084;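 active means mean replicate inhibition above about 25%, with every replicate also reaching it, limit read from the data, passing the limit was not always enough; inconclusive means only one of those two criteria met; inactive means neither criterion met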
PglD DTNB = blocks C. jejuni PglD acetyltransferase activity; AID 602405; 0.098% of 360,000 active; purified PglD enzyme, DTNB colorimetric CoA detection; inhibition, % at 12.5 µM; in the data active means inhibition above about 16%, passing the limit was not always enough; inconclusive means no clear call, values can overlap the other calls; further: strong numbers were not always called active
CASP6 VEID inh = blocks human caspase-6 cleavage activity; P55212; purified caspase-6, Z-VEID-R110 cleavage fluorescence; inhibition, % at 12.5 µM; 0.53% of 350,000 active;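 active means mean inhibition across replicates at least about 35%, with every replicate also reaching that limit, limit read from the data; inconclusive means only one of the two criteria met; inactive means neither criterion met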;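 further: 0% = median of neutral control wells and 100% = no fluorescence left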
Target sequence (P55212 24-179 limits assumed): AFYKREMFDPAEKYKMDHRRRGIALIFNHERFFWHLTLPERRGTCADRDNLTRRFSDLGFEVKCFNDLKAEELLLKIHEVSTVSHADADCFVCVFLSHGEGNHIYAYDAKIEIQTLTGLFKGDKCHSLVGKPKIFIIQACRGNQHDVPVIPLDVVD
Target sequence (P55212 194-293 limits assumed): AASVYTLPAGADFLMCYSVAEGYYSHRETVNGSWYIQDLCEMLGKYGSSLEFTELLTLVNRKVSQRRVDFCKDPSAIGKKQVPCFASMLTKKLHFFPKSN
RAD54 branch = inhibitors of human RAD54 branch migration. Q92698. RAD54 Holliday junction branch migration, FAM/BHQ fluorescence. inhibition, % at 10.4 µM. AID 602329. 0.14% of 360,000 active;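 active means mean normalized replicate activity at least 40 and at least half of replicates scoring 40 or more; inconclusive means only one of the two criteria met; inactive means mean below 40 and under half of replicates reaching 40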;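 further: 0% = median of neutral control wells and 100% = median of positive control wells; inhibitors cause a drop in the FAM fluorescence signal; in these data hits start at about 50%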
Target sequence (Q92698 whole entry, looked up): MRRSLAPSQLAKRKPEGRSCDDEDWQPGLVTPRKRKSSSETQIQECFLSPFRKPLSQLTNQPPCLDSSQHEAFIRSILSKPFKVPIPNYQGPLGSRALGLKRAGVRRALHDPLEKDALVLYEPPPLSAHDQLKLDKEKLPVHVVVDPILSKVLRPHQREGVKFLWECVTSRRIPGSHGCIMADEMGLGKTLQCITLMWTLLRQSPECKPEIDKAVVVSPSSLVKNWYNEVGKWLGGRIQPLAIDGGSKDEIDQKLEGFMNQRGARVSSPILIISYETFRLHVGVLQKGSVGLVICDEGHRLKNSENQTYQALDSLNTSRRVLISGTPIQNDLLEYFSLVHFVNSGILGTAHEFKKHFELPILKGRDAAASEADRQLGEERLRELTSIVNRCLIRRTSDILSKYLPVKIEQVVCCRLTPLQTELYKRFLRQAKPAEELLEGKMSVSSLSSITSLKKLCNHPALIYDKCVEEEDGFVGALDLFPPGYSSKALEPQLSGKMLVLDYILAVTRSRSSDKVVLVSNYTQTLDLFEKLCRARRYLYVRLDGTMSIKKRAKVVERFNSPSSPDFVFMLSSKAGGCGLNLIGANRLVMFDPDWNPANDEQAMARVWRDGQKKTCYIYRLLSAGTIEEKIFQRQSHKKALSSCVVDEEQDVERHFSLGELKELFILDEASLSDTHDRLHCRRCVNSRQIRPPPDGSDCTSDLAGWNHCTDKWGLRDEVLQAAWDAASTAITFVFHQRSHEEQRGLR
* = called active by the depositor; u = inconclusive; x = no result given.

no.	canonical_smiles	E-selectin induc	RAD52 anneal inh	ARNT TACC3 PPI	esBAF inh	ERp5 block	PglD DTNB	CASP6 VEID inh	RAD54 branch
1	COc1cccc(C(=O)Nc2ccc(NC(=O)c3cc4ccccc4o3)c(OC)c2)c1	x	5	-6	6	-1	-1	0	-1
2	Cc1ccc(Cn2c(C)c(C(=O)NCc3cccc(C(F)(F)F)c3)sc2=O)cc1	x	-16	x	10	2	-3	1	-4
3	C[C@@H](c1ccccc1)N1Cc2ccccc2Oc2cc(Br)ccc2S1(=O)=O	-0.1	-1	-2	-5	6	-4	1	-7
4	COc1ccc(C(=O)NCCC2=CCCCC2)cc1S(=O)(=O)N1CCOCC1	x	-2	10	11	0	3	1	0
5	C[C@H](CO)N1C[C@H](C)[C@@H](CN(C)CC2CCOCC2)Oc2ncc(C#C[C@@H](C)O)cc2C1=O	-0.6	5	14	4	-1	-3	-1	2
6	Cc1ccc(S(=O)(=O)NCCC(=O)N2CCN(S(=O)(=O)c3ccccc3)CC2)cc1C	x	-9	-3	-5	-1	7	0	-1
7	CC(C)NC(=O)N(C)C[C@@H]1Oc2c(NS(C)(=O)=O)cccc2C(=O)N([C@H](C)CO)C[C@H]1C	0.1	5	12	-1	2	1	0	-4
8	O=C(CCN1c2ccccc2Sc2ccccc21)OCC(=O)N1CCN(C(=O)c2ccco2)CC1	x	x	8	-2	x	-4	x	-4

Some entries already given, showing only esBAF inh, ARNT TACC3 PPI and CASP6 VEID inh:
entry	molecule	esBAF inh	ARNT TACC3 PPI	CASP6 VEID inh
5	C[C@H](CO)N1C[C@H](C)[C@@H](CN(C)CC2CCOCC2)Oc2ncc(C#C[C@@H](C)O)cc2C1=O	4	14	-1
3	C[C@@H](c1ccccc1)N1Cc2ccccc2Oc2cc(Br)ccc2S1(=O)=O	-5	-2	1

5 of the entries above in order of the ARNT TACC3 PPI value, largest number first:
nr	molecule	ARNT TACC3 PPI
7	CC(C)NC(=O)N(C)C[C@@H]1Oc2c(NS(C)(=O)=O)cccc2C(=O)N([C@H](C)CO)C[C@H]1C	12
8	O=C(CCN1c2ccccc2Sc2ccccc21)OCC(=O)N1CCN(C(=O)c2ccco2)CC1	8
3	C[C@@H](c1ccccc1)N1Cc2ccccc2Oc2cc(Br)ccc2S1(=O)=O	-2
6	Cc1ccc(S(=O)(=O)NCCC(=O)N2CCN(S(=O)(=O)c3ccccc3)CC2)cc1C	-3
1	COc1cccc(C(=O)Nc2ccc(NC(=O)c3cc4ccccc4o3)c(OC)c2)c1	-6

The listing continues.
no.	canonical_smiles	E-selectin induc	RAD52 anneal inh	ARNT TACC3 PPI	esBAF inh	ERp5 block	PglD DTNB	CASP6 VEID inh	RAD54 branch
9	O=C(N/N=C/c1cc([N+](=O)[O-])ccc1O)c1cccc2ccccc12	0.3	5	1	-35	2	-4	-1	-3
10	O=C(COc1ccc(Br)cc1F)NC1CCN(Cc2ccccc2)CC1	x	x	3	6	x	0	x	-1
11	O=C1NC2(CCCCC2)Cc2ccccc21	x	x	2	-4	x	2	x	-10
12	O=C(NCc1ccccc1)c1cc(C2CCCN(S(=O)(=O)c3cccc4cccnc34)C2)on1 (stereo unspecified)	0.0	-3	x	1	-1	-2	0	8
13	COc1ccccc1C=NNC(=O)c1ccncc1	0.6	-4	-21	-5	11	-1	0	-3
14	COc1cc(Cl)ccc1OCc1cc(C(=O)NC(C)Cc2cccnc2)no1 (stereo unspecified)	x	3	-2	36	4	2	-2	8
15	O=C(Nc1ccc2c(c1)OCO2)C(c1ccc(Cl)cc1)N1CCC2(CC1)OCCO2 (stereo unspecified)	x	x	0	-8	x	2	x	0
16	COc1ccc(NC(=O)Nc2ccc3c(c2)C(=O)N([C@@H](C)CO)C[C@H](C)[C@H](CN(C)S(=O)(=O)c2cn(C)cn2)OCCCC[C@@H](C)O3)cc1	0.0	x	-5	3	x	-2	x	1
17	CS(=O)(=O)N1CC2(C1)[C@@H](c1ccccc1)[C@@H](CO)N2CC1CCCC1	-0.1	-13	x	x	-3	x	3	x
18	Cc1cccc(NC(=O)CNC(=O)CSc2ncccn2)c1C	-0.2	-4	14	-5	4	-4	-2	1
19	COc1ccccc1N1CCN(C(=O)c2cc3ccccc3[nH]2)CC1	x	-10	-2	-4	4	-5	2	1
20	CC(C)Nc1ncnc2c1ncn2[C@H]1CN(CCN2CCOCC2)C[C@@H](CO)O1	2.0	-7	x	-1	-1	-2	5	-6
21	O=C1CSc2ccc(S(=O)(=O)N3CCN(c4ccccc4F)CC3)cc2N1	-1.4	-15	-2	9	8	-6	2	7
22	CN(C(=O)COC(=O)c1ccc2c(=O)n3c(nc2c1)CCC3)c1ccccc1	x	x	2	-12	x	10	x	-9
23	O=C(COC(=O)COc1ccc(Cl)cc1)Nc1cccnc1Cl	0.0	-9	x	-5	0	-5	4	-1
24	CC(C)NC(=O)Nc1ccc2c(c1)C(=O)N([C@@H](C)CO)C[C@@H](C)[C@H](CN(C)C(=O)NC(C)C)O2	-0.3	3	-9	-1	-4	-4	2	3
25	CC(C)C[C@H]1CN([C@@H](Cc2ccc(O)cc2)CN2CCC[C@@H]2CN2C(=S)NC[C@@H]2Cc2ccccc2)C(=S)N1CC1CCCCCC1	-0.5	29	x	-4	0	3	-1	0
26	COc1ccc(OC)c(-c2cc(C(=O)Nc3sc4c(c3C#N)CCC(C)C4)c3ccccc3n2)c1 (stereo unspecified)	x	x	-2	0	x	-3	x	-1
27	CCn1c(CCC(=O)Nc2ccccc2F)nnc1SCC(=O)Nc1ccc(OC)cc1	-0.1	-15	-5	1	-3	9	1	-11
28	COc1ccc(NC2=CC(=O)CC(C)(C)C2)cc1OC	x	11	7	9	0	6	-3	3
29	Cc1ccc2c(c1)-c1c(cnn1CC(=O)NC(C)CCc1ccco1)CO2 (stereo unspecified)	0.0	-27	-5	0	5	2	3	7
30	CN(c1ccccc1C(=O)NCc1ccccn1)S(C)(=O)=O	x	x	22	1	x	-1	x	-2
31	Cc1ccc(OCC(=O)Nc2ccc(S(=O)(=O)Nc3cc(C)nc(C)n3)cc2)c(C)c1	-0.1	-4	-13	x	0	x	2	x
32	CCc1ccc(CN2CCN(C(=O)c3cccc(OC)c3OC)CC2)cc1	x	-4	0	11	0	0	2	-13
33	CC(=O)c1cccc(NC(=O)c2ccc3c(c2)OCO3)c1	0.0	-7	3	u	1	-4	-1	-2
34	CN(CCOc1ccc(Cl)cc1)C(=O)c1cccc(S(=O)(=O)N2CCN(Cc3ccccc3)CC2)c1	-0.7	-15	x	-32	3	-4	0	-1
35	Cc1noc(C)c1S(=O)(=O)Nc1ccc2c(c1)C(=O)N([C@H](C)CO)C[C@@H](C)[C@@H](CN(C)C(=O)Nc1cccc3ccccc13)O2	0.1	-5	-2	2	0	-3	5	5
36	CNC(=O)OCCSCCS(=O)(=O)c1ccc(Cl)cc1	x	-5	-6	x	-2	x	7	x
37	Cc1ccc(CNC(=O)[C@@H](NC(=O)C2CCN(C(=O)[C@@H]3CCCN3)CC2)C(C)C)cc1	x	-3	4	-3	-2	-5	-1	1
38	CCS(=O)(=O)N1CCN(C(=O)c2ccc(-c3ccccc3)cc2)CC1	x	x	-4	4	x	3	x	-9
39	O=C(CCC(=O)N1CCN(S(=O)(=O)c2ccccc2)CC1)c1ccc(Br)cc1	1.9	-6	-7	5	-2	3	-1	4
40	CN(C)C(=O)N1CCCC(C(=O)NCc2ccccc2)C1 (stereo unspecified)	x	x	-1	1	x	2	x	-3
41	CCN(CC)CCNC(=O)c1ccc(NC(=O)c2c(F)cccc2Cl)cc1	x	-9	0	x	5	x	-16	x
42	COc1ccc(CCC(=O)N2CCN(S(=O)(=O)c3ccc(C)cc3)CC2)cc1	x	-3	x	-1	-5	2	0	-9
43	COC(=O)C1=C(C)N(C)C(=O)NC1c1ccc(O)c(Cl)c1 (stereo unspecified)	9.1	-31	4	6	1	x	-1	x
44	O=C(C1CCCN(S(=O)(=O)c2ccc(Br)cc2)C1)N1CCOCC1 (stereo unspecified)	-0.3	-7	-1	-1	5	4	-2	6
45	OCc1ccc(-c2cccc3nccn23)cc1	0.0	-8	x	-7	-3	-4	1	-4
46	Cc1ccc(Cn2cc(SCC(N)=O)c3ccccc32)cc1	0.5	-14	2	1	0	2	0	-6
47	COc1ccc(OC)c(CN2CCCCCC2)c1	x	-7	4	-10	-2	1	-14	-7
48	CCNC(=O)C[C@@H]1CC[C@@H]2[C@H](COC[C@@H](O)CN2C(=O)C2CCCC2)O1	0.4	-41	8	-4	4	-2	-1	2

Random excerpt: three entries already listed
no.	canonical_smiles	E-selectin induc	RAD52 anneal inh	ARNT TACC3 PPI	esBAF inh	ERp5 block	PglD DTNB	CASP6 VEID inh	RAD54 branch
3	C[C@@H](c1ccccc1)N1Cc2ccccc2Oc2cc(Br)ccc2S1(=O)=O	-0.1	-1	-2	-5	6	-4	1	-7
39	O=C(CCC(=O)N1CCN(S(=O)(=O)c2ccccc2)CC1)c1ccc(Br)cc1	1.9	-6	-7	5	-2	3	-1	4
21	O=C1CSc2ccc(S(=O)(=O)N3CCN(c4ccccc4F)CC3)cc2N1	-1.4	-15	-2	9	8	-6	2	7

(more compounds)
no.	canonical_smiles	E-selectin induc	RAD52 anneal inh	ARNT TACC3 PPI	esBAF inh	ERp5 block	PglD DTNB	CASP6 VEID inh	RAD54 branch
49	COc1ccc(S(=O)(=O)NCc2ccc(C(=O)N3CCN(c4ccccn4)CC3)cc2)cc1	x	x	8	5	x	1	x	-1
50	COc1cccc(-c2ccc3c(c2)[C@@H]2[C@@H](CCN2C(=O)c2cnccn2)[C@@H](CO)N3)c1	1.4	-30	9	13	5	2	-1	0
51	COc1ccc2c3c(n(C)c2c1)[C@@H](CO)N(C(=O)Nc1ccc(F)cc1)CC31CCN(C(=O)c2ccccc2F)CC1	-0.3	14	x	x	6	x	0	x
52	Cc1ccc(S(=O)(=O)NCC[C@@H]2CC[C@H](NC(=O)C3CCOCC3)[C@H](CO)O2)cc1	0.4	18	-1	-6	2	8	-4	-2
53	CCCCN1C(=O)C(C(=O)OCc2ccccc2)CC2=C1CCCC2=O (stereo unspecified)	-0.1	-14	7	-2	-1	-196	-2	0
54	C[C@H](NC(=O)C[C@H]1CC[C@@H]2[C@H](COC[C@@H](O)CN2Cc2ccc(C(F)(F)F)cc2)O1)c1ccccc1	-0.3	4	-2	4	-1	0	-2	-1
55	O=C(O)CCN1C(=O)NC2(CCCC2)C1=O	-3.1	x	-7	-1	x	-4	x	0
56	Cc1ccc(CNC(=O)C(=O)NCC2OCCN2S(=O)(=O)c2ccc(C)cc2)cc1 (stereo unspecified)	0.2	-5	-14	x	0	1	1	0
57	O=C(C[C@@H]1CC[C@H]2[C@@H](COC[C@@H](O)CN2Cc2ccncc2)O1)NCC1CC1	0.2	-10	1	-3	-3	-3	-1	6
58	COc1ccc2[nH]c3c(c2c1)CCN1C(=O)C(CC(=O)NCc2ccc(OC)c(OC)c2)C[C@H](C(=O)N(C(C)C)C(C)C)[C@@]31C (stereo partly specified)	0.0	-9	1	0	2	-3	-2	-1
59	CCCCCc1c2c(cc(O)c1C(=O)O)OC(=O)c1c(cc(OC)cc1C(=O)CCCC)O2	x	x	-1	-4	x	9	x	5
60	COCC(=O)N1CCCCN2[C@H](CO)[C@H](c3ccc(C#Cc4cccnc4)cc3)[C@@H]2C1	0.0	-5	5	x	-3	-1	2	2
61	Cc1c(NC(=O)c2ccc(-c3cccc([N+](=O)[O-])c3)o2)c(=O)n(-c2ccccc2)n1C	x	-15	-1	x	0	x	1	x

Bioassay records from PubChem.
